# Screening results from PubChem BioAssay.
# GSK3 alpha inh = blocks human GSK-3 alpha kinase; 320,000 tested, 0.1% active; ADP-Glo luminescence, 60 min; P49840; inhibition, % at 10 µM;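 in the data active = inhibition above about 50%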;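 also: GST-tagged GSK-3 alpha with peptide substrate and 25 µM ATP; 0% = DMSO neutral wells and 100% = GW8510 positive control wells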
# Target sequence (P49840 whole entry, looked up): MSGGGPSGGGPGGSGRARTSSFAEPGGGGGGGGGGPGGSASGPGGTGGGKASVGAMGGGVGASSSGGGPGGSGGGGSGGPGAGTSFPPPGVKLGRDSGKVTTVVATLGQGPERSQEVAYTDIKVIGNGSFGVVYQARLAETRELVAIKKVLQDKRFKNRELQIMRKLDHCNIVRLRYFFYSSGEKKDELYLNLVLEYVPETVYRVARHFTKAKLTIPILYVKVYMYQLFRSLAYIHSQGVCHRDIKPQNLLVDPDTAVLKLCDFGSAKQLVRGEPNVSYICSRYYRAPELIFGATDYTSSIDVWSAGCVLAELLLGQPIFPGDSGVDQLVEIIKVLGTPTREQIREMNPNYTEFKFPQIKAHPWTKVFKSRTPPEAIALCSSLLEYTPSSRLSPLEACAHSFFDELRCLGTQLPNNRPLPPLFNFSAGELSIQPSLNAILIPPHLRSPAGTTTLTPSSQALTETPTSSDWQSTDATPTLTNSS
# IEC-6 tox = IEC-6 cytotoxicity, counter-screen for KLF5 inhibitors; luminescence viability; inhibition, % at 5 µM; 290,000 tested, 0.78% active; in the data active = inhibition above about 22%;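 also: 0% = plate median of test compound wells and 100% = cytotoxic reference compound wells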
# GSK3B inh = blocks human GSK3beta kinase activity; P49841; GST-GSK3beta kinase, ADP-Glo luminescence, 60 min; stronger effect = lower value; 300,000 tested, 0.038% active; AID 2097; activity score (negative = inhibition), % at 10 µM;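 active = more than half of replicate wells score below -50%, meaning over 50% inhibition versus plate controls; inconclusive = some replicates but at most half score below -50%; inactive = no replicate scores below -50%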;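 also: 0% = median DMSO wells and -100% = median GW8510 positive control wells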
# Target sequence (P49841 whole entry, looked up): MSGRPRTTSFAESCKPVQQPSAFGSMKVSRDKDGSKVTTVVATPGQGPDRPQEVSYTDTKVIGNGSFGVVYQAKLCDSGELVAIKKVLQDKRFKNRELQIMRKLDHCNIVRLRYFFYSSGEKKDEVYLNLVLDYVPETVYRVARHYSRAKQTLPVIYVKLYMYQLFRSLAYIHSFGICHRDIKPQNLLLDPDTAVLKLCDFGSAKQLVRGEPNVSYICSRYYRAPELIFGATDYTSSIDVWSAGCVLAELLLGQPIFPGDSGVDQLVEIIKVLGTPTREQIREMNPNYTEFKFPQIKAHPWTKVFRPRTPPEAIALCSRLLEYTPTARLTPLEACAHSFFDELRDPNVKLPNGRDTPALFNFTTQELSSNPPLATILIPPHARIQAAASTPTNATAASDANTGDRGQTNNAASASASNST
#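 Test system: GST-fused GSK3beta enzyme, cell-free | Quantity: 1.6 ng GST-GSK3beta enzyme per well | Reagent: 25 µM ATP with peptide substrate | Schedule: 60 min enzyme reaction, room temperature | Signal: Luminescent ADP-Glo measurement of ADP formed | Read-out basis: Score relative to plate controls | Control set: DMSO and 20 µM GW8510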
# HSP90 refold inh = HSP90 refolding inhibition in rabbit reticulocyte lysate | luciferase refolding luminescence, 3 h | inhibition, % at 5.6 µM | 290,000 tested, 0.91% active;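 active = inhibition above the screen-wide mean plus 3 SD, computed separately per campaign, cut at about 16% in these data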;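 also: 0% = DMSO wells and 100% = 60 µM geldanamycin wells; inhibitors lower the luminescence because luciferase stays unfolded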
# Dyrk1A ADPGlo = inhibitors of rat Dyrk1A kinase; Q63470; ADP-Glo luminescence, NFATc1 peptide; inhibition, % at 12.5 µM; 310,000 tested, 0.43% active; AID 504441; in the data active = inhibition above about 50%;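 also: plate controls were vehicle with enzyme for no effect and no enzyme for full effect; many of its hits are not listed in these tables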
# HSF-1 act = increases HSF-1 driven luciferase reporter signal. activation, % at 9 µM. 300,000 tested, 1.7% active. NIH3T3-HGL HSF-1 luciferase reporter, MG132, 8 h; 100% = twice DMSO control signal;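 active = mean replicate activation of at least 50% with a set share of replicates each reaching 50%; inconclusive = only one of those two conditions met; inactive = mean below 50% and too few replicates reaching it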;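 also: 0% = median of the neutral control wells and 100% = twice that signal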
# KLF5 inhibitor = kruppel-like factor 5 inhibition; DLD-1 KLF5 promoter-luciferase reporter, luminescence; inhibition, % at 5 µM; 290,000 tested, 0.23% active; AID 1700;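 active = inhibition above a per-plate limit of that plate's mean compound inhibition plus 3 SD, cut at about 60% in these data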;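 also: 0% = DMSO wells and 100% = LY294002 at 200 µM; higher means less KLF5 promoter-driven luciferase light; inactives centre near -14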
# HSF1 inh = HSF1 inhibition | NIH3T3-HGL HSE-luciferase, MG132-induced, luminescence 8 h; stronger effect = lower value | activity change, negative = inhibition, % at 7.5 µM (by protocol) | 300,000 tested, 0.77% active | AID 2098;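 active = more than half of replicate wells show activity change below -50%, luminescence cut by over half; inconclusive = some wells, but at most half, below -50%; inactive = no replicate well below -50%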;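 also: luciferase reports HSF-1 transcriptional activity via heat shock element; 0% = median of DMSO wells and -100% = zero luminescence signal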
# Platelet DG rel = modulates dense granule release in human platelets | human platelet-rich plasma, SFLLRN dense granule ATP release, luminescence | inhibition, %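 (compounds screened at 7.5 µM in platelet-rich plasma)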 | 300,000 tested, 0.22% active | AID 1663;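 active = mean replicate score, as percent of positive control, at or above 50; inconclusive = mean below 50 but at least one replicate at or above 50; inactive = mean and every replicate below 50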
# aSyn 5UTR inh = MLPCN primary screen, SNCA 5' untranslated region. inhibition, % (tested at 7.5 µM). alpha-synuclein 5'UTR reporter, inhibitor activity. 300,000 tested, 0.82% active; in the data active = inhibition above about 60%; inconclusive = no clear call, values can overlap the other calls;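 also: H4 neuroglioblastoma cells stably carrying SNCA 5'UTR luciferase fusion; 0% = DMSO wells and 100% = positive control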
# Active calls of the source: *; ? = inconclusive; / = no result given.
item	mol	GSK3 alpha inh	IEC-6 tox	GSK3B inh	HSP90 refold inh	Dyrk1A ADPGlo	HSF-1 act	KLF5 inhibitor	HSF1 inh	Platelet DG rel	aSyn 5UTR inh
1	Clc1cccc(CSc2ccc(-c3cccnc3)nn2)c1	-2	7	-2	1	-2	4	-15	2	-2	-17
2	COc1ccc(-c2cc(C(=O)Nc3cc(OC)c(OC)c(OC)c3)no2)cc1OC	/	3	0	2	-3	-20	-29	-2	-6	-5
3	COc1nc(-c2ccccc2)nc(-c2ccccc2)c1C	-5	/	7	/	/	-6	/	-4	3	-2
4	CC(=O)c1ccc(N2CCN(C(=S)Nc3ccc(Cl)c(Cl)c3)CC2)cc1	0	2	3	2	-2	7	-5	-1	0	-22
5	CCCCCCNc1nc(Cl)nc(NC(C)(C)CO)n1	0	-3	-2	0	25	11	-23	-3	5	42
6	O=C(Oc1cc(-c2ccccc2)no1)c1ccc(Cl)cc1	-2	-6	1	-1	1	-28	-8	-6	6	18
7	Cn1cc(S(=O)(=O)N2CCN(C(=O)c3ccco3)CC2)c(=O)n(C)c1=O	0	0	0	-2	3	13	-57	2	17	11
8	Cc1ccccc1CC(=O)Nc1sc(C(C)C)cc1C(=O)N1CCOCC1	-1	-6	1	-4	-1	8	-24	1	1	-30
9	O=C(COc1ccc2ccccc2c1)N1c2ccccc2Sc2ccccc21	-3	-1	-1	8	-17	11	-5	8	-11	-15
10	Cc1ccc(S(=O)(=O)N2CCCCC2)cc1NC(=O)COC(=O)Cc1ccc(Cl)cc1	/	0	4	-5	0	5	8	-1	-6	1
11	Cc1ccc(C(=O)Nc2c(N)nc(SCC(=O)Nc3cc(C)on3)[nH]c2=O)cc1	-2	-5	2	0	/	-8	-45	-8	18	-8
12	COc1ccc(C2=NS(=O)(=O)N(C)C(C(=O)N3CCOCC3)=C2)cc1OC	-3	-7	2	-3	-2	4	-9	-3	0	0
13	O=C(O)CCCCCn1c(SCC(=O)Nc2ccc(F)cc2)nc2ccsc2c1=O	-1	-1	2	-2	-4	-4	-8	2	2	10
14	COc1ccccc1Nc1nc(-c2c(C)nc3ncccn23)cs1	/	10	-3	-4	40	19	-20	3	-25	-15
15	Cn1nc(C(F)(F)F)c(/C=N/OC(=O)c2ccccc2Cl)c1SCc1ccccc1Cl	-2	0	0	-1	-7	28	-4	2	-6	37
16	Cc1cccc(C(=O)O/N=C2\CCSc3ccc(C)cc32)c1	-1	-7	6	-2	-3	-14	-9	-3	1	-20
17	O=C(Nc1cc(=O)[nH]c2nc(-c3ccc(Cl)cc3)nn12)c1ccccc1	-1	-2	1	3	/	5	-12	-6	1	7
18	Cn1c(CNC(=O)c2ccccc2F)nnc1SCC(=O)c1ccccc1	1	1	-2	-3	4	35	-26	17	0	2
19	CC1(C)C=C2C(=NN(c3ccccc3)C(N)=C2C#N)CO1	-1	1	-6	-1	10	-78	-25	-71*	-4	8
20	O=C1CC(N(O)C2CC(=O)N(Cc3ccccc3)C2=O)C(=O)N1Cc1ccccc1 (stereo not drawn)	0	-2	-3	8	1	57*	-15	16	4	7
21	CCN(C(=O)CN1C(=O)S/C(=C\c2cccc(OC)c2)C1=O)C1CCS(=O)(=O)C1 (stereo not drawn)	3	-5	1	6	-1	13	7	1	-11	5
22	CCOC(=O)c1ccccc1NC(=O)c1cc2ccccc2o1	0	0	0	0	-1	-15	-28	-1	3	-21
23	COc1cc(N)ccc1Cc1ccc(N)cc1OC	-2	-2	2	1	/	17	-20	2	1	-8
24	CC12COC3(C(=O)Nc4ccc(Cl)cc4)CC1CCC32C (stereo not drawn)	-1	-7	-2	-3	-4	-10	-40	-11	0	-4
25	Cc1cc(C)nc(Sc2ccc(/C=C(\C#N)C(=O)Nc3ccccc3)o2)n1	-3	-2	1	5	-4	12	-18	16	4	7
26	CCC(Cc1ccccc1)NC(=O)C1CCN(c2nn3c(=O)cc(C)nc3s2)CC1 (stereo not drawn)	1	-3	2	-5	-2	9	15	1	-1	3
27	O=C(c1cc(-c2ccc(Cl)cc2)n[nH]1)N1CCc2ccccc2C1	/	1	0	1	/	7	-8	9	-12	-8
28	CCn1c(CNC(=O)c2ccco2)nnc1SCC(=O)Nc1cccc(F)c1	-2	1	1	-4	2	-11	-19	-6	-4	-5
29	Nc1ccc(Oc2ccc3c(c2)C(=O)N(CC2CCCO2)C3=O)cc1 (stereo not drawn)	0	4	-4	1	/	36	-69	7	-4	34
30	CN(C)/C=C/C(=O)c1ccc(Cl)cc1	-4	-3	6	2	-4	22	16	8	-4	-50
31	CCOc1ccc(N2CC(C(=O)NCc3nnnn3-c3ccc(C)c(C)c3)CC2=O)cc1 (stereo not drawn)	-2	-4	1	0	5	1	-9	-4	4	39
32	Cn1cnc(S(=O)(=O)N2CCN(c3ccc(F)cc3)CC2)c1	-2	3	2	-2	/	-1	2	-8	1	-8
33	Cc1nn(Cc2ccccc2)c(C)c1NC(=O)CSc1nnc(-c2cc(Cl)ccc2O)n1C	-1	-7	-3	-4	-1	-10	-11	-2	-3	0
34	O=C(COC(=O)c1ccccc1)Nc1cccc(S(=O)(=O)N2CCOCC2)c1	0	2	2	-2	-1	-15	6	-7	10	-4
35	O=C(CSc1ncnc2scc(-c3ccccc3)c12)N1CCN(c2ccccc2F)CC1	2	-1	-2	-4	7	6	23	-20	8	27
36	O=C(Nc1ccccc1N1CCOCC1)c1cccc(NS(=O)(=O)c2ccc(F)c(F)c2)c1	10	-1	1	0	-4	27	-25	7	1	-14
37	CCc1nnc(NC(=O)CCC(=O)N2CCN(CCOc3ccc(C)cc3)CC2)s1	-1	-1	5	3	4	20	-14	1	-1	23
38	O=C1CCCC/C1=C\Nc1ccc(C(=O)O)c(O)c1	3	-4	3	-3	29	-7	-17	-8	33	-25
39	Cc1cc(-c2nnc(CCC(=O)NCC(C)c3ccccc3)o2)no1 (stereo not drawn)	4	6	-3	2	0	18	3	11	-1	4
40	Cc1csc2c(=O)sc(NC(=O)c3ccco3)nc12	-2	1	1	2	4	2	-24	0	3	-8
41	O=C(CCN1CCN(c2ccccc2F)CC1)c1ccc(Br)cc1	-2	-4	3	-1	4	-17	-15	-2	12	-16
42	COCCCNC(=O)c1ccccc1C(F)(F)F	6	4	4	7	9	/	-19	/	-3	-39
43	O=C(CS(=O)(=O)c1ccc(F)cc1)N1CCN(c2ccccc2)CC1	-3	/	1	/	2	-2	/	4	-11	-21
44	COc1ccc(-c2oc3ccc(N4CCOCC4)cc3c2C#Cc2ccc(N)cc2)cc1	-4	/	1	/	-6	19	/	2	-13	-92
45	Cc1ccsc1/C=N\NC(=O)c1ccc2c(c1)OCO2	-3	3	1	-5	0	29	-216	5	0	-97
46	CCCN(CCC)C(=O)CSc1nc2c(sc(=S)n2-c2ccc(OCC)cc2)c(=O)[nH]1	-3	-6	6	2	/	-3	-11	-3	14	-2
47	COc1ccc2c(c1)c(=O)oc1cc(O)ccc12	1	-1	0	-2	26	1	-36	2	-3	1
48	Cc1onc(-c2ccccc2)c1NC(=O)Nc1c(-c2ccccc2)noc1C	-1	-7	0	-4	0	-3	-10	-9	3	-6
49	COc1cc(CNCc2cccs2)ccc1OCc1cccs1	-2	0	-1	1	7	-37	-34	-22	1	-29
50	O=C(O)c1cc(NC(=O)c2ccc([N+](=O)[O-])cc2)cc(NC(=O)c2ccc([N+](=O)[O-])cc2)c1	1	-16	-5	-6	10	2	-47	1	-3	0
51	COc1cc(C(=O)NCCOc2cc(C)ccc2C(C)C)cc(OC)c1OC	0	9	-1	3	4	5	-6	3	-2	2
52	Cc1cccc(NC(=O)CSc2nnc(NC(=O)C3CCC3)s2)c1	-1	-4	-3	-6	-7	9	-6	-1	-2	27
53	CN(c1ccc(OCC(=O)OCC(=O)c2c(N)n(C)c(=O)n(C)c2=O)cc1)S(=O)(=O)c1ccc2ccccc2c1	-1	0	-1	0	-1	0	6	-1	-1	-29
54	O=C(O)CCc1nn2c3ccccc3n(Cc3ccccc3F)c2nc1=O	-9	-1	3	-2	-2	-9	-6	-6	-2	-6
55	CSc1nnc(N2C(=O)C(O)=C(C(=O)c3ccco3)C2c2ccc(F)cc2)s1 (stereo not drawn)	-3	1	6	-1	1	20	-74	9	?	-41
56	CCO[C@H]1OC(C(=O)O)=C[C@@H](C(C)(C)C)[C@@H]1CCCO	-2	/	4	/	1	-28	/	-10	-2	-8
57	CCOC(=O)N1CCN(C(=O)CSc2ncccn2)CC1	0	8	-1	7	1	-3	-11	0	-1	23
58	CCc1c(C)sc(NC(=O)C2CC(c3c(F)cccc3Cl)=NO2)c1C#N (stereo not drawn)	0	-5	1	-2	-1	14	-5	3	0	-13
59	COc1ccc(OC)c(C(=O)NC(CC(N)=O)c2ccc(N3CCC(N4CCCC4)CC3)c([N+](=O)[O-])c2)c1 (stereo not drawn)	2	/	1	/	/	-2	/	-7	-2	-1
60	O=C(Nc1ccc2c(c1)CCC2)c1ccccc1	-2	-2	0	15	6	39	-171	11	-5	-14

# The list continues:
item	mol	GSK3 alpha inh	IEC-6 tox	GSK3B inh	HSP90 refold inh	Dyrk1A ADPGlo	HSF-1 act	KLF5 inhibitor	HSF1 inh	Platelet DG rel	aSyn 5UTR inh
61	CC(C)C(=O)Nc1ccc(C(=O)NNC(=S)NC(=O)c2ccco2)cc1	9	9	-4	0	-2	0	-16	2	-1	2
62	CCn1c(C(=O)NCCCc2ccccc2)cc2sccc21	0	5	-1	2	-4	3	-22	-2	-2	-20
63	CCOC(=O)C1CCN(Cc2ccccn2)CC1	/	1	-3	2	/	15	-68	-8	-11	-4
64	COc1ccc(N2CCN(c3cc(C)c4cccc(C)c4n3)CC2)cc1	-1	3	1	1	/	-20	-6	-9	2	-12
65	O=C1CNC(=O)N1	9	-2	-3	-5	5	-8	-24	-3	0	10
66	Cn1cc(-c2ccccc2C(N)=O)c(=O)c2cc(Cl)ccc21	-1	6	3	0	/	4	-15	-4	7	-17
67	CCN(CC)c1ccc(N=Cc2ccccc2[N+](=O)[O-])cc1	-2	4	1	8	2	1	-2	-1	5	43
68	Cc1cc(CNC(=O)COc2ccc(C#N)cc2)c2ccccc2n1	9	3	0	5	3	17	7	7	0	13
69	Cc1ccc(CNC(=O)c2ccc(Cn3nc(C)c(Cl)c3C)o2)cc1	0	4	1	6	-2	-1	-23	6	-4	17
70	COc1ccc(-n2c(SCC(=O)Nc3nc(C)cs3)nnc2-c2ccoc2C)cc1	0	0	1	-2	-9	-3	-1	0	5	26
71	O=C(Cn1cc([N+](=O)[O-])cn1)NCc1ccccc1	1	-6	/	0	3	-6	-18	-7	1	0
72	Cc1ccc(NC(=O)N2CCCc3ccccc32)cc1C	1	0	-4	0	/	-33	-48	-10	1	-45

# Not all compounds are listed; count on the stated rates, not on these rows.
